# Screening results deposited in PubChem BioAssay by National Center for Advancing Translational Sciences (NCATS).
# Pf Dd2 growth = qHTS Primary assay for Inhibitors of Plasmodium falciparum Dd2 growth in vitro. P. falciparum Dd2 growth, SYBR Green, 72 h. Potency, µM (highest dose often 28.9 µM), for inactives: at the highest dose activity, negative = inhibition, actives largely listed as inhibitors. hit rate 4.3% among 120,000. AID 1347417, 2020; active = well fitted inhibition curve with a large enough effect; inconclusive = small, poorly fitted or top-dose-only effect; inactive = no such curve, though single readings can be large or run the other way;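 note: plate controls were DMSO vehicle for no effect and reference drug for full effect; nearly all actives have a fitted effect of over 65% in size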
#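 Infected erythrocytes (Dd2, 0.3% parasitemia, 2.5% hematocrit final) are added to compound in RPMI-1640/Albumax II medium, grown 72 h at 37C in low oxygen, then lysed with saponin/Triton-X containing SYBR Green and read by fluorescence.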
# * marks the source's active call; other numbers are inactive results; i = inactive; ? = inconclusive; & = joins results of further samples; [ ] = dose if it differs, or a comment. Potency is the fitted concentration of half-maximal effect.
SMILES,Pf Dd2 growth
NC(=O)[C@H](Cc1ccc(O)cc1)NC(=O)C1=C[C@@H](NC(=O)Nc2ccc(OC(F)(F)F)cc2)[C@@H](O)[C@H](O)C1,8%
CCCCOc1ccc(C(=O)NCCc2sc3nc(-c4ccc(OC)cc4)nn3c2C)cc1,?
CC1=NS(=O)(=O)N(Cc2ccccc2)C=C1C(=O)OCc1nc(-c2ccc3c(c2)OCO3)no1,?
OCc1ccnc(-c2ccc(-c3ccn[nH]3)cc2)c1,-3%
CCn1ccnc1CN(C)c1cc(C2CC(N)C2)nc(COC)n1 (stereo not drawn),-18%
Cc1ccc(NC(=O)N2CCc3c(c4ccccc4n3C)C2)cc1,i
COc1ccc(C(=O)N/C(=C\c2cn(S(=O)(=O)N(C)C)c3ccccc23)C(=O)NCCCn2ccnc2)cc1,?
Cc1ccc(-n2nc3c(N4CCC(C(=O)N5CCCCC5)CC4)nnc(C)c3c2C)cc1,?
Cn1ncc(N2CCCC(CC(=O)NCc3cccs3)C2)cc1=O (stereo not drawn),46%
CS(=O)(=O)N1C[C@@H](COc2ccncc2)[C@H](c2ccccn2)C1,9%
COc1ccccc1-c1ccnc(N[C@H]2CO[C@H]3[C@@H]2OC[C@@H]3NC(=O)COc2ccccc2)n1,i
CCCN1C(=O)NC(Cc2nc(-c3cccnn3)no2)C1=O (stereo not drawn),-7%
O=C(Nc1ccnn1C1CCN(Cc2ccc(OC3CCCC3)cc2)CC1)C1CC1,-4%
CC1(c2ccccc2)N(Cc2ccccc2F)C(=O)OC12CCN(C(=O)CN1CCOCC1)CC2 (stereo not drawn),i
CCN(CC1CCCN(CCc2cccc(OC)c2)C1)C(=O)CN1CCCC1=O (stereo not drawn),-11%
Fc1ccc(C(NCCc2ccc(Cl)cc2)c2nnc(-c3ccccc3)o2)c(Cl)c1 (stereo not drawn),?
CN(C)C[C@@H]1CN(S(C)(=O)=O)C[C@H]1NC(=O)c1ccc2nc[nH]c2c1,-24%
CCN(CC)c1ccc(NC(=O)CN2CCN(S(=O)(=O)c3ccc(C(C)C)cc3)CC2)cc1,-28%
O=C(C[C@@H]1CCNC[C@@H]1Cc1cc(-c2ccc(F)cc2)on1)NCc1ccco1,?
CCc1ccc(-n2c(=O)c3c(C)c(C(=O)N(C)C)sc3n(Cc3cccc(C)c3)c2=O)cc1,31%[activator]

# Reformatted: results already given
CC1(c2ccccc2)N(Cc2ccccc2F)C(=O)OC12CCN(C(=O)CN1CCOCC1)CC2 (stereo not drawn)
  Pf Dd2 growth = i
CN(C)C[C@@H]1CN(S(C)(=O)=O)C[C@H]1NC(=O)c1ccc2nc[nH]c2c1
  Pf Dd2 growth = -24%
OCc1ccnc(-c2ccc(-c3ccn[nH]3)cc2)c1
  Pf Dd2 growth = -3%
CCCN1C(=O)NC(Cc2nc(-c3cccnn3)no2)C1=O (stereo not drawn)
  Pf Dd2 growth = -7%

# The list continues.
SMILES,Pf Dd2 growth
CC(C)Cn1c(=O)c2ccccc2n2c(CCC(=O)NCc3ccc(Cl)cc3)nnc12,?
CCc1c(C)sc2c1CCN(Cc1ccc(C#N)cc1)C2c1ccccc1 (stereo not drawn),?
CN1CCCC2(C1)CN(Cc1cccnc1)c1ccc(C(=O)Nc3ccccc3)cc12 (stereo not drawn),?
CCC(Oc1ccccc1)C(=O)Nc1ccc(OCc2cc(=O)n3ccc(C)cc3n2)cc1 (stereo not drawn),-14%
CN1c2cc(C(=O)NCc3ccccc3C(F)(F)F)ccc2C(=O)N2CCCCC21 (stereo not drawn),i
CN1CC[C@H]2CN(C(=O)CCCCc3ccccc3)C[C@@]2(C(=O)O)C1,3%
COc1ccc(C(=O)NCCC2CCN(C(=O)Nc3ccc(C)cc3)CC2)cc1OC,-20%
COc1ccccc1-c1nc(C(=O)NCc2ccc3c(c2)OCO3)n2ccncc12,13µM*
CCc1cnc(N2CCC(COc3ccc4c(cnn4CCC(=O)O)c3)CC2)nc1,i
CNC(=O)[C@@H]1CN(C(=O)Cc2c(C)noc2C)C[C@H]1COC,-10%
CCc1ccc(NC(=O)c2ccc(F)c(S(=O)(=O)NC3CCCCCC3)c2)cc1,?
O=C(Nc1cccc(Cl)c1)C1=NO[C@@H]2CN(c3cccnc3)C[C@H]12,i
Cc1nnc(NC(=O)C2c3ccccc3C(=O)N(CC(C)C)C23CCCCC3)s1 (stereo not drawn),?
CN(Cc1ccc(OC(F)(F)F)cc1)C1CCCc2ccccc21 (stereo not drawn),-17%[44.1 µM]
Cc1cc(Cl)ccc1OCCN1CCN(CC2(O)CCCNC2)CC1 (stereo not drawn),8.9µM*
O=C(COc1ccccc1)Nc1nnc(S(=O)(=O)N2CCCCCC2)s1,12%
CC1CCN(C[C@H]2CN3CC[C@H]2C[C@@H]3CNC(=O)Nc2ccccc2)CC1,-12%[44.1 µM]
O=C(NCc1ccc(F)cc1)N1CCC(Oc2ncccc2C(=O)N2CCCCC2)C1 (stereo not drawn),?
Cc1nn(C)c(C)c1CCC(=O)NC1CCc2nnc(C3CC3)n2CC1 (stereo not drawn),38%[activator]
O=C(c1ccoc1)N1CCC(N2C(=O)C3(CCCCC3)C2c2ccncc2)CC1 (stereo not drawn),-17%
CCCNC(=O)N1CCC2(CC1)CC(N(C(=O)c1ccccc1)C1CC1)CCO2 (stereo not drawn),-6%
COCCNc1c(-c2noc(C)c2C(=O)Nc2ccc(OC)cc2)cnn1C,?
CCN(CC)C(=O)[C@@H]1CCCN1C1(C(=O)NC)COC1,17%[44.1 µM]
O=C(c1ccccc1)N1CCc2c(n(Cc3ccccc3)n(-c3ccccc3)c2=O)C1,-1%[44.1 µM]
COc1ccc(-n2nc(C(=O)N3CCN(c4ccccc4OC)CC3)c3c4ccccc4n(C)c3c2=O)cc1,73%[activator]
CCCCCC(=O)Nc1nc2c(s1)C[C@@H]1[C@](C)(CO)[C@H](O)CC[C@@]1(C)[C@@H]2CC(=O)N[C@@H](CO)CC(C)C,i
Cc1cc(C)n(CCCN(C)C(=O)C2C3C(=O)N(CCC(C)C)C[C@@]34C=C[C@@H]2O4)n1 (stereo partly drawn),i
CC(C)CN1CCCC(COc2ccccc2C(=O)NC2CC2)C1 (stereo not drawn),i
CC(C)Oc1ccc(C(=O)N2CCC3(CC2)c2nccn2-c2ccccc2CN3C)cc1,i[5.79 µM]
CCC(C)NC(=O)C1CCN(C(=O)c2ccc(-n3ccc4ccccc43)s2)CC1 (stereo not drawn),-18%
CS(=O)(=O)Nc1ccc(C2(C(=O)NCc3ccc(F)cc3Cl)CCCCC2)cc1,-11%
CN1[C@@H](CCC(=O)N2CCc3ccccc32)CNC(=O)[C@@H]2[C@H]1CCN2Cc1ccccc1,i
c1cncc(CNC[C@H]2COCc3nc4ccccc4n32)c1,-27%[44.1 µM]
COc1ccccc1CC(=O)N1CCC(n2cc(-c3nc(C)no3)nn2)CC1,?
CCN(C(=O)Cn1c(=O)oc2cc(S(=O)(=O)N3CCCC3)ccc21)c1cccc(C)c1,-5%
CN(C)C[C@@H]1CN(c2ncccn2)C[C@H]1NC(=O)Cc1ccccc1Cl,-21%
COCCn1c(C)cc(C(=O)N2CCCCCCNC(=O)CC2)c1C,i
COCCN1CC(Cc2ccccc2C(=O)NC(C)C)CC1=O (stereo not drawn),-2%
Cn1cccc1CN1CCCCC12Cc1ccccc1CNC2=O (stereo not drawn),?
CCN(C(=O)c1cc2c(=O)oc3ccc(C)cc3c2s1)c1cc(OC)ccc1OC,1%
COc1ccccc1CNc1nc(-c2ccco2)nn1S(=O)(=O)c1ccc2ccccc2c1,10%
CCOC(=O)Cn1c(=O)n(CC2CCCO2)c2nc(-c3ccccc3OC)nc(C(N)=O)c21 (stereo not drawn),?
CN(c1ccccc1)c1ccc2c(n1)CN(Cc1ccccc1)C(=O)CO2,i
CN(C)C(=O)N1CCC(c2nc(C3CCOC3)n[nH]2)CC1 (stereo not drawn),-4%
Cc1cccc(CCNC(=O)C2CCN(c3ncnc4c3nc3n4CCCCC3)CC2)c1,-2%
COc1ccc(C(=O)N2CCC3(CC2)NC(=O)N(Cc2ccccc2)C3=O)cc1,10%
COc1cccc(CC(=O)N[C@@H]2CCC[C@@H](C(=O)NC3CC3)CC(=O)N(C)C2)c1,-3%[44.1 µM]
COc1ccc(C2Cn3nnc(-c4noc(COc5ccccc5)n4)c3CO2)cc1 (stereo not drawn),?
Cc1c(NC(=O)Nc2ccc(Cl)c(C(F)(F)F)c2)c(=O)n(-c2ccccc2)n1C,i
COc1ccc(CN2C[C@@H](CO)[C@H](C3CCN(C(C)=O)CC3)C2)cc1OC,41%[activator]

# A different layout for two compounds above.
molecule | Pf Dd2 growth
CCN(C(=O)Cn1c(=O)oc2cc(S(=O)(=O)N3CCCC3)ccc21)c1cccc(C)c1 | -5%
CN(C)C[C@@H]1CN(c2ncccn2)C[C@H]1NC(=O)Cc1ccccc1Cl | -21%

# (next part)
SMILES,Pf Dd2 growth
Cc1nn2c(=O)cc(COC(=O)c3ccc(NC(=O)COc4ccc(C)c(C)c4)cc3)nc2s1,i
COc1ccc(CNC(=O)c2ccc(CS(=O)(=O)c3ccccc3OC)o2)cc1,7%
Clc1cccc(CN2CC[C@H](c3nc4ncccc4[nH]3)C2)c1,?
O=C(NCc1ccc(F)cc1)c1ccc2nccn2c1,17%&-21%[44.1 µM]
COc1cc(C2N=C(N)Nc3nc4ccccc4n32)ccc1OCC(=O)O (stereo not drawn),i
CC(C)CC(=O)Nc1ccc2nc(SCC(=O)N3CCCC3)sc2c1,-3%
CN1CCCN(C(=O)COc2ccc(Cl)cc2)c2ccccc21,-24%
Cc1ccc(-c2cnc([C@@H]3COCCN3C3CCC3)[nH]2)cc1,?
Cc1cc(C(=O)N[C@@H]2CN(Cc3ccccc3)C[C@H]2CO)c(C)o1,?
CCCc1nnc(N2C[C@H]3COc4ccccc4C[C@@]3(C(=O)O)C2)s1,-12%
O=C1c2ccccc2CN1C1CCN(Cc2ccsc2)CC1,49%[activator]
COc1cc(CNC(=O)c2ccc3c(c2)N(C)C2CCCN2C3=O)cc(OC)c1 (stereo not drawn),?
CC1CCN(CC2CCCN(C(=O)c3cnccn3)CC2)CC1 (stereo not drawn),1%
N#Cc1ccc(S(=O)(=O)N2CCOCCNC(=O)[C@H]3CCCC[C@H]32)cc1,14%
CN1CCOC[C@H]2CCNC[C@H]21,-2%
O=C(c1ccoc1)N1CC(Oc2ccc(-c3nc(-c4ccccc4)no3)cc2)C1,i[5.79 µM]
O=C(O)c1cnc(-c2cc(NCc3ccccn3)nc3[nH]ccc23)c(Cl)c1,-3%
CCn1nc(C)c(CNC(=O)[C@@H]2C[C@@H](O)CN2C2CCN(C(=O)c3cccc(OC)c3)CC2)c1C,?
CN1CCC(N2C[C@@H]3C[C@H]2C(=O)N(CC2CC2)c2ccccc2O3)CC1,?
COc1ccc(CNC(=O)c2cn3ccnc(-c4ccccc4)c3n2)cc1OC,4%
CN1CCC(NC(=O)c2n[nH]c3c2CN(C(=O)c2ccccc2)CC3)CC1,35%[activator]
O=C(CSc1nc2ccccc2c(=O)n1CCC(=O)NC1CCCCC1)Nc1ccccc1Cl,i
COCCN1Cc2ccc(Nc3ccc(OC)cc3)nc2C(C)(C(=O)Nc2ccccc2)C1 (stereo not drawn),?
CCOc1cc(=O)n2c(c1C(=O)Nc1ccc(C)cc1C)CCCC2,7%
Cc1cccc(C(=O)Nc2sc3c(c2C(=O)Nc2ccccc2)CCC3)c1,33%[activator]
Cc1ccc(NC(=O)Cn2nc(C(F)(F)F)c3c2CCC3)cc1C,-7%
Cc1cccc(CC(=O)N2CCC[C@H]2c2nc(-c3ccccc3)no2)c1,-22%
COc1ccc(CN2Cc3[nH]cnc3C[C@H]2c2nc(-c3ccc(C(F)(F)F)cc3)no2)cc1,-9%
O=C(Cc1ccccc1F)NCCc1noc(C2CC2)n1,i
CN(CCc1ccccn1)[C@H]1[C@@H]2OC[C@@H](O2)[C@@H](NCc2ccncc2)[C@@H]1O,-16%[44.1 µM]

# Random excerpt: 3 entries already listed, in no set order.
SMILES,Pf Dd2 growth
CN1CCC(NC(=O)c2n[nH]c3c2CN(C(=O)c2ccccc2)CC3)CC1,35%[activator]
CCOc1cc(=O)n2c(c1C(=O)Nc1ccc(C)cc1C)CCCC2,7%
COc1ccc(CN2Cc3[nH]cnc3C[C@H]2c2nc(-c3ccc(C(F)(F)F)cc3)no2)cc1,-9%

# Next part
SMILES,Pf Dd2 growth
Cc1c(C(=O)Nc2cccc(-c3nc4ccccc4s3)c2)oc2ccccc12,?
CCN(C(=O)c1cc2c(=O)n3cccc(C)c3nc2s1)c1ccc(C)c(C)c1,-19%
O=C(Nc1ccccc1)O[C@@H]1CO[C@H]2[C@@H]1OC[C@@H]2NC(=O)C1CCCCC1,-6%[44.1 µM]
CC(C(=O)N1CCCN(c2cc(-c3ccccc3)[nH]n2)CC1)c1ccccc1 (stereo not drawn),i
C[C@@]1(O)CCN(Cc2cccc(F)c2F)C[C@H]1N1CCCC1,-8%[5.79 µM]
CC(C)CCN1CCC(N2CCN(S(=O)(=O)c3ccc(CC(C)C)cc3)CC2)C1=O (stereo not drawn),?
COc1cc(=O)n2c(c1C(=O)Nc1cc(C)ccc1C)CCCC2,43%[activator]
CC(Cn1cncn1)NCc1cc(=O)c2cc(F)ccc2[nH]1 (stereo not drawn),12%
O=C1NC2(CCN(C(=O)c3cccnc3)C2)N=C1c1cccnc1 (stereo not drawn),8%[44.1 µM]

# These rows are one share of the data. The share of hits here may be higher or lower than overall.
